EPAC1 antag – blocks human EPAC1 exchange factor; O95398; EPAC1 GEF assay, Rap1b-BODIPY-GDP exchange fluorescence; Potency, µM (doses to about 115 µM), without a hit: at the top dose activity change, negative = inhibition, hits mostly inhibitors; 360,000 compounds, 0.14% hits;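 note: potency is the fitted concentration of half-maximal effect; plate controls were vehicle for no effect and positive control for full effect; nearly all actives have a fitted effect of over 50% in size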
IL-2 act – IL-2 activation; IL-2 activation reporter assay, cell-based qHTS; stimulated with anti-CD3/CD4/CD28 beads; in transgenic mouse T cells; activation, % (series mostly up to about 46 µM); 360,000 compounds, 0.065% hits; in the data active = activation above about 50%; inconclusive = mostly about 30% to 49%; note: 0% is about no effect
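Unstimulated transgenic mouse T cells, 750 per well, received compound and, after 60 minutes, anti-CD3/anti-CD4 bead plus anti-CD28 stimulation. EGFP and DsRed were quantified after 18 hours.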
FUS suppressor – FUS proteinopathy suppression in yeast | S. cerevisiae FUS-expressing, growth rescue, OD600, 24 h | Potency, µM (series often up to 76.6 µM), without a hit: at the top dose growth rescue (activation), usual class: activators | 390,000 compounds, 0.24% hits | AID 1347120;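 note: potency is the fitted concentration of half-maximal effect; plate controls were DMSO vehicle for no effect and reference control for full effect; nearly all actives have a fitted effect of over 55% in size; some results filed as inactive show a strong effect at the top dose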
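Yeast FUS proteinopathy model; galactose-induced FUS (2%), starting OD 0.005. Cpds in dilution series, 24hr, 30C, 99% humidity. Abs 600 nm growth. Pos ctrl CP55940 (top 92uM final); neg ctrl DMSO.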
PI5P4K alpha inh – blocks human PI5P4K alpha kinase activity. P48426. PI5P4Kalpha enzyme, ADP-Glo luminescence, 60 min; active compounds read low. max response, %. 330,000 compounds, 1.2% hits; active = max response of -50% or lower; inconclusive = between -30% and -50%; inactive = -30% or higher; note: value at the top dose of about 77 µM; % is set by controls: 0 for no effect and ±100 for the full control effect
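Controls without substrate or without enzyme flank wells where PI5P4Kalpha converts substrate using 5 microM ATP (final). Incubation lasts 60 minutes at room temperature; ADP formed is read by ADP-Glo luminescence.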
PLK1 PBD block – PLK1 (human) polo-box domain binding inhibition. P53350. Plk1 PBD binding of FITC phosphopeptide, fluorescence polarization. Potency, µM, inactives show max response, negative = inhibition, usual class: inhibitors. 360,000 compounds, 2.8% hits. AID 720504; note: potency is the fitted concentration of half-maximal effect; series mostly up to about 57 µM; % is set by controls: 0 for no effect and ±100 for the full control effect; nearly all actives have a fitted effect of over 65% in size
Abeta rescue – A-beta toxicity reversal in yeast; yeast expressing A-beta42, growth rescue, OD600, 48 h; response scale: 0% DMSO, 100% iron-clioquinol control; Potency, µM (series often up to 46.1 µM), for inactives: top-dose growth rescue, actives largely listed as activators; 410,000 compounds, 0.063% hits; note: potency is the fitted concentration of half-maximal effect; nearly all actives have a fitted effect of over 55% in size
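Yeast A-beta toxicity model in growth medium with pinned compounds, 48 h at 30 C; growth read as absorbance at 600 nm. Normalized to FeCl3/clioquinol equimolar mix (positive) and DMSO (negative).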
EPAC1 ag – EPAC1 (human) agonism; O95398; EPAC1 agonist qHTS, biochemical assay; response scale: 100% = response to 6.5 mM cAMP; Potency, µM (titrated, usually from 154 µM), without a hit: top-dose activation, hits mostly activators; 360,000 compounds, 0.073% hits; note: potency is the fitted concentration of half-maximal effect; nearly all actives have a fitted effect of over 60% in size
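Normalized to 6.5 mM cAMP, activity reflects EPAC1-catalysed release of BODIPY-GDP from Rap1B, followed kinetically over 30 min at 480 nm excitation, 540 nm emission. Reaction contained 100 nM EPAC1, 250 nM Rap1B-BODIPY-GDP, 50 uM GDP.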
WRN helicase inh – inhibitors of human WRN helicase. Potency, µM (titrated, usually from 114 µM), for the others: at the highest dose activity change, negative = inhibition, hits mostly inhibitors. 360,000 compounds, 0.46% hits. WRN helicase unwinding, fluorescent forked duplex, kinetic. AID 651768; note: potency is the fitted concentration of half-maximal effect; % is set by controls: 0 for no effect and ±100 for the full control effect; nearly all actives have a fitted effect of over 55% in size
Target sequence (Q14191 whole entry, looked up): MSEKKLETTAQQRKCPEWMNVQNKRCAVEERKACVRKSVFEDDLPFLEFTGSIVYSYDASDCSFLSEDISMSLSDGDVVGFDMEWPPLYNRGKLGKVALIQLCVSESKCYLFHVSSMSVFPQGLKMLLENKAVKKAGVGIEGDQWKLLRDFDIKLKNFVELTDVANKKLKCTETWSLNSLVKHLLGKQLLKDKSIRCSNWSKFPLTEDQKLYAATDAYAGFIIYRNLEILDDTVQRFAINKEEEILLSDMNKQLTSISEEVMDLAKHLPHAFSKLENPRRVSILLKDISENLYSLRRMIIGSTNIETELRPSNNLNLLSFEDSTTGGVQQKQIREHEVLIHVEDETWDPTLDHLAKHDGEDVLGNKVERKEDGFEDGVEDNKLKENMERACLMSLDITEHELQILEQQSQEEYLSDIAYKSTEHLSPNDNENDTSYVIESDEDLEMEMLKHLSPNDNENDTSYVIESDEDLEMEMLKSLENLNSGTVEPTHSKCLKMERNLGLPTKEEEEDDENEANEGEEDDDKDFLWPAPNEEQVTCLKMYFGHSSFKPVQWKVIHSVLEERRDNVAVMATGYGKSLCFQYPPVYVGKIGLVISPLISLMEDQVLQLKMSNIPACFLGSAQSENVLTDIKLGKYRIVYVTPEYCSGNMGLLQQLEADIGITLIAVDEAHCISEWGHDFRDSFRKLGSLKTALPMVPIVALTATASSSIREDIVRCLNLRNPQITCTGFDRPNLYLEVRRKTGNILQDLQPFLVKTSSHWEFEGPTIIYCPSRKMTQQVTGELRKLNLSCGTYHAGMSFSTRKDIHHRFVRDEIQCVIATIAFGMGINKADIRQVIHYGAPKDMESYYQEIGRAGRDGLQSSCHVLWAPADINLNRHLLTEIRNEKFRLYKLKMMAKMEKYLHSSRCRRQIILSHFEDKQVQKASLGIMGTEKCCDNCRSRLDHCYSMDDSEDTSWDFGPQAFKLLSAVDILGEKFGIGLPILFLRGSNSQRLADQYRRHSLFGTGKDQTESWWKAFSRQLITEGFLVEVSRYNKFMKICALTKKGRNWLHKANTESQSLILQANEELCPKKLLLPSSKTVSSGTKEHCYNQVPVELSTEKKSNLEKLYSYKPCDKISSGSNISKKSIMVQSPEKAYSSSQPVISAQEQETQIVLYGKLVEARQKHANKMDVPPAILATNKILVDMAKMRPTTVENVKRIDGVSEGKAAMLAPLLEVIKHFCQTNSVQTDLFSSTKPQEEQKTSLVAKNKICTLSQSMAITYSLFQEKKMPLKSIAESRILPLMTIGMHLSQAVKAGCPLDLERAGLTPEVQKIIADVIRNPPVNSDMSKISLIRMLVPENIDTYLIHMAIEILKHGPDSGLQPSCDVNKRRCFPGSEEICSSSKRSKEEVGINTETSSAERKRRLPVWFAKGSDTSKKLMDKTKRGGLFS
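Primary qHTS, 1536-well format. 20 nM WRN + compound, 15 min RT; start with 100 nM forked fluorophore/quencher duplex, 2 mM ATP (final); kinetic read ex 525/em 598 nm.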
Starred values were filed as active, the others as inactive; ? = inconclusive; / = no result given; & = joins results of further samples; [ ] = remark or other dose. Unless noted, calls come from the whole dose curve; as a rule, active = well fitted curve in the direction sought with a large enough effect; inconclusive = small, poorly fitted or top-dose-only effect, or another doubt; inactive = no such curve, though single readings can be large; an effect the other way counts as inactive or inconclusive. An unsorted share of the library; overall some 4.1% were active at least once.

Screens in order: EPAC1 antag	IL-2 act	FUS suppressor	PI5P4K alpha inh	PLK1 PBD block	Abeta rescue	EPAC1 ag	WRN helicase inh
(1) CC(Sc1nnc(Cc2ccc([N+](=O)[O-])cc2)o1)C(N)=O (stereo not given)
 : -14%	-0.5	?	/	-10%	-19%	13%	-7%
(2) Cc1cccn2cc(COc3cccc([N+](=O)[O-])c3)nc12
 : -11%	0.5	11%	-1	-1%	-2%	-7%	3%
(3) Cc1[nH]n(-c2ccccc2)c(=O)c1C(C[N+](=O)[O-])c1ccc(Br)cc1 (stereo not given)
 : -21%	-0.6	20%	-14	27µM*	6%	8%	?
(4) Cc1ccc(-c2cc(=O)[nH]c3ccccc23)cc1
 : -7%	0.2	8%	2	-13%	3%	0%	-4%
(5) COc1ccc(CCNC(=O)Cn2nnc(C(=O)Nc3ccc(Br)cc3)c2N)cc1OC
 : ?	0.6	33%	-11	9%	8%	15%	-16%
(6) O=S(=O)(C(=CNc1ccccc1)S(=O)(=O)c1ccccc1)c1ccccc1
 : -16%	-3.5	/	1	-4%	-13%	26%	-20%
(7) Cn1c(-c2ccc([N+](=O)[O-])cc2)nc2ccccc21
 : 7%	-1.2	23%	6	-5%	11%	-3%	-2%
(8) CC1(C)CC(=O)C=C(NCCN2CCN(C(=O)Nc3ccc(Cl)cc3)CC2)C1
 : 5%	1.9	-7%	-2	-6%	-1%	-6%	8%
(9) O=C(Nc1ccccc1Oc1ccsc1C(=O)O)c1ccccc1
 : 7%	0.8	0%	-4	-13%	5%	-10%	-1%
(10) CCCCN1C(=O)C2Cc3c([nH]c4ccccc34)CN2C1=S (stereo not given)
 : -23%	-0.6	43%	1	-12%	-2%	9%	-6%
(11) O=C(CN1CCCCC1)Nc1ccc(S(=O)(=O)N2CCCCCC2)cc1
 : -6%	2.1	20%	/	-1%	-8%	11%	9%
(12) CCn1c(-c2ccc[nH]c2=O)nc2ccccc21
 : 6%	-0.1	-33%	-1	1%	4%	-3%	-6%
(13) Cc1ccc(-n2c(-c3ccco3)nc3c(cnn3-c3ccc(C)cc3)c2=O)cc1
 : -13%	3.9	2%&0%	-3	-1%	-14%&5%	-5%	4%
(14) O=C(O)c1cccc(NCc2cccnc2)c1
 : 0%	1.8	-15%	-10	-15%	-4%	-11%	0%
(15) CCOc1ccc2cc(C(=O)c3ccccc3)c(=O)oc2c1
 : 5%	-0.9	-8%	-3	5%	-6%	-14%	1%
(16) O=C(C[C@@H]1NS(=O)(=O)OC2CCCCC21)c1ccccc1 (stereo not given in full)
 : -3%	1.0	-19%	0	-14%	-4%	-10%	6%
(17) COc1ccc(OC)c(Nc2nc(N)c([N+](=O)[O-])c(NCc3ccccc3)n2)c1
 : 13%	-0.1	-5%	-11	0%	-10%	6%	9%
(18) O=C1C(Cl)=C(NC2CCCCC2)C(=O)N1c1ccc(Cl)cc1
 : -7%	-0.7	-8%	-3	2%	16%	-12%	2%
(19) COc1ccc2nc(SCC(=O)NC(C)c3ccccc3)[nH]c2c1 (stereo not given)
 : -2%	0.0	-8%	2	0%	4%	7%	-6%
(20) OC(CNCc1ccc(F)cc1)(c1ccc(F)cc1)c1ccc(F)cc1
 : 3%	-1.3	-9%	-4	1%	0%	3%	2%
(21) COc1ccc(C(=O)C2CCCN(C(=O)c3cc(C4CC4)[nH]n3)C2)c(C)c1 (stereo not given)
 : 3%	-2.8	12%	2	-1%	-9%	5%	-3%
(22) CC(C)(O)C#Cc1ccc(C(=O)NC2CCCCC2)s1
 : -1%	2.1	-4%	6	4%	-2%	-8%	-4%
(23) CCOC(=O)N1CCN(C(=O)CNCc2cccs2)CC1
 : 0%	-1.5	0%	-2	-6%	4%	0%	3%
(24) CC(C(=O)NCc1ccccc1Cl)n1cc([N+](=O)[O-])cn1 (stereo not given)
 : 9%	1.2	-15%	-10	-1%	-5%	6%	5%
(25) O=c1c(C(c2nnnn2C2CCCCC2)N2CCCCC2)coc2ccc(Cl)cc12 (stereo not given)
 : -11%	-1.0	6%	/	-9%	-44%	0%	1%
(26) CC(=O)Nc1ccc(OC/C=C(\C)Cl)cc1
 : 12%	-1.6	-7%	/	-9%	-1%	10%	0%
(27) CCOC(=O)c1c(CN2CCOCC2)n(-c2ccccc2)c2cc(Br)c(O)c(CN(C)C)c12
 : -23%	-0.2	20%	-1	-16%	-1%	8%	-12%
(28) O=C(COc1ccc(S(=O)(=O)NCCc2ccccc2)cc1)N1CCCC1
 : 11%	-1.8	-6%	/	?	4%	-1%	4%
(29) Brc1ccc(CSc2nccn2-c2ccccc2)cc1
 : -10%	1.0	-2%	10	-2%	-5%	22%	-4%
(30) C#CCOCCOCCOCCNc1nc(N2CCN(C(=O)[C@H](CO)n3cc([C@@H](N)C(C)C)nn3)CC2)nc(N2CCN(C(=O)[C@H](CCCCN)n3cc([C@@H](N)[C@H](C)CC)nn3)CC2)n1
 : 4%	-0.4	-5%	-2	-4%	-16%	-11%	5%
(31) Cc1nc2ccccc2n1CC(=O)OCC(=O)Nc1ccc2c(c1)OCCO2
 : -6%	-2.3	8%	-5	-11%	-11%	-3%	7%[57.1 µM]
(32) CCOc1ccc(N2C(=O)CC(Sc3nc(-c4cccs4)cc(C(F)(F)F)c3C#N)C2=O)cc1 (stereo not given)
 : 3%	2.7	?	6	-11%	5%	0%	3%
(33) Cn1c(Oc2ccncc2)nc2cc(-c3ccsc3)sc2c1=O
 : -5%	-0.4	-14%	-1	-1%	-20%	-18%	13%
(34) CC(C)CC(NS(=O)(=O)c1ccccc1S(=O)(=O)NC(CC(C)C)C(=O)O)C(=O)O (stereo not given)
 : 8%	0.5	-2%	1	1%	-1%	0%	5%
(35) COc1ccc(-c2ccc(=O)n(Cc3cccc([N+](=O)[O-])c3)n2)cc1
 : -23%	-0.6	29%	1	-9%	/	19%	-6%
(36) Clc1ccccc1-c1nnc(-c2cccnc2)o1
 : 1%	1.2	0%	1	-7%	-24%	13%	-1%
(37) C=CCn1c(SCC(=O)Nc2cc(C)cc(C)c2)nnc1-c1cnccn1
 : 4%	1.4	25%	/	-5%	13%	-5%	5%
(38) CNC(=O)N(O)C1N(/N=C/c2cccnc2)C(=S)SC1(C)C (stereo not given)
 : 3%	-0.3	-5%	-1	-16%	-14%	11%	12%
(39) O=C(NCc1ccco1)C1CCN(S(=O)(=O)N2CCOCC2)CC1
 : 18%	2.2	26%	/	-3%	3%	-4%	-3%
(40) Fc1cc(Br)ccc1NC(=S)NCCc1ccccc1
 : -11%	-1.4	3%	/	-7%	-92%[inhibitor]	28%	-17%
(41) CC(=O)OCC(=O)Nc1ccccc1OC(F)F
 : 17%	1.9	-6%	0	-5%	0%	-7%	2%
(42) CSC1=NCCN1C(=O)c1ccco1
 : 4%	0.2	-21%	-3	-18%	6%	0%	-1%
(43) CC(=O)N1c2ccc(S(=O)(=O)NCC3CCC(C(=O)Nc4ncccc4C)CC3)cc2CC1C (stereo not given)
 : 0%	-1.0	-1%	-4	21µM*	4%	0%	4%
(44) CC(C(=O)Nc1nc(-c2ccc(F)c(F)c2)cs1)N1C(=O)C2CC=CCC2C1=O (stereo not given)
 : -20%	-0.5	-14%	23	0%	21%	1%	3%
(45) CN(c1ccccc1)S(=O)(=O)c1cc(C(=O)N2CCN(c3ncccn3)CC2)ccc1Cl
 : ?	-3.4	/	3	3%	-23%	2%	-1%
(46) COc1ccc(CN(C)C(=O)CCN=C2NS(=O)(=O)c3ccccc32)c(OC)c1
 : 3%	0.3	27%	-3	1%	4%	15%	-2%
(47) Cc1nn(CC(=O)NC2(C)CCS(=O)(=O)C2)c(C)c1S(=O)(=O)N(C)C (stereo not given)
 : 19%	-0.1	-10%	0	-7%	-10%	7%	0%
(48) NS(=O)(=O)c1cnccc1Nc1cccc(Br)c1
 : -26%	-0.2	20%	4	-10%	-4%	4%	-21%
(49) CC(=O)Nc1ccc(NC(=O)CSc2nccn2Cc2ccccc2)cc1
 : 3%	-0.4	7%	0	-4%	26%	-5%	-14%
(50) COc1cc([N+](=O)[O-])ccc1NC(=O)C1CCCN(S(C)(=O)=O)C1 (stereo not given)
 : 4%	1.6	-8%	-4	5%	-3%	4%	2%

Following part.
Screens in order: EPAC1 antag	IL-2 act	FUS suppressor	PI5P4K alpha inh	PLK1 PBD block	Abeta rescue	EPAC1 ag	WRN helicase inh
(51) Cc1nn(C)c(C)c1S(=O)(=O)N1CCC(C(=O)Nc2ccc3c(c2)OCCO3)CC1
 : -12%	-2.2	-1%	2	-10%	-10%	3%	-2%
(52) CCOC(=O)c1sc(NC(=O)CN2C(=O)NC3(CCC(C)CC3)C2=O)c(C(=O)OCC)c1C (stereo not given)
 : -1%	2.6	10%	2	1%	3%	12%	1%
(53) Cc1ccc(-c2csc(C(C#N)=C3CCCC3)n2)cc1
 : 9%	0.5	-10%	1	-3%	-9%	1%	-4%
(54) CC1(C(=O)NS(C)(=O)=O)CCN1C(=O)C/C=C/c1ccccc1 (stereo not given)
 : -4%	0.0	-15%	-2	-4%	-7%	1%	-1%
(55) CC(C(=O)Nc1cccc(C#N)c1)N(C)CCOc1ccccc1 (stereo not given)
 : -22%	0.5	11%	-7	-11%	-7%	9%	-3%
(56) Cc1nc(C)c(C(=O)Nc2cccc(C)c2C)o1
 : 5%	-1.5	-7%	-14	-30%	0%	-2%	-6%
(57) Cc1ccc(S(=O)(=O)N(C)CC(=O)Nc2cccc3c2CCCC3)cc1
 : 6%	0.2	17%	-5	0%	2%	-1%	4%
(58) Cc1ccccc1OCCNc1cc(N2CCCCC2)ccc1[N+](=O)[O-]
 : 11%	-2.4	4%	1	0%	-1%	7%	2%
(59) Cc1ccccc1NC(=S)NNC(=O)c1ccncc1
 : 5%	-0.9	18%	-3	-29%	-10%	1%	-3%
(60) COc1ccc(CC(NC(C)=O)C(=O)NC2CCN(C(=O)C3CC3)CC2)cc1OC (stereo not given)
 : 0%	-0.8	-2%	-1	-2%	7%	3%	-1%
(61) CCn1c(=S)sc2c(=O)n(CC(=O)Nc3cccc(OC)c3)c(C)nc21
 : 17%	-1.7	-8%	2	0%	1%	2%	-2%
(62) CSc1nc(N2CCCC2)c2c(c1C#N)CC(C)(C)OC2
 : 13%	0.6	?	0	-6%	-13%	2%	-2%
(63) O=C(c1ccccc1F)N1CCCC(c2ccccc2)C1 (stereo not given)
 : 1%	-1.7	/	-5	0%	-27%	-4%	0%

Some entries already given, showing only PLK1 PBD block.
| entry | molecule | PLK1 PBD block |
| --- | --- | --- |
| 61 | CCn1c(=S)sc2c(=O)n(CC(=O)Nc3cccc(OC)c3)c(C)nc21 | 0% |
| 59 | Cc1ccccc1NC(=S)NNC(=O)c1ccncc1 | -29% |
